Bioassay records: PubChem, National Center for Advancing Translational Sciences (NCATS)
TRHR PAM: allosterically enhances the human TRH receptor; P34981; TRHR cells, fluo-8 calcium fluorescence, EC20 TRH enhancement; enhancement, % at 2 µM; 360,000 compounds, 0.66% hits; AID 493056; in the data active = enhancement above about 30%; also: 0% is about no effect
Target sequence (P34981 whole entry, looked up): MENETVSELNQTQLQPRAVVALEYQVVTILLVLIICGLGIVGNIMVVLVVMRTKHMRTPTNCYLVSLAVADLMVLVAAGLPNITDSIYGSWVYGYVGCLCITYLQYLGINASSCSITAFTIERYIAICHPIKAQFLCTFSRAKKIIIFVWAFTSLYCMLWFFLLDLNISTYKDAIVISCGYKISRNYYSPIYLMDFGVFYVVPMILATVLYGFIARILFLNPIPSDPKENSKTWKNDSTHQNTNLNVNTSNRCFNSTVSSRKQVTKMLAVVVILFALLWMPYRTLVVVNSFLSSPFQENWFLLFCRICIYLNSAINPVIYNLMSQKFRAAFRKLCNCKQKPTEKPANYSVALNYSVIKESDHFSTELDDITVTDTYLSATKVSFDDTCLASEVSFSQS
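TRHR-expressing cells loaded with fluo-8 calcium dye were read kinetically (ex 480/em 530) during compound addition, then stimulated with an EC20 of TRH (10 nM final). Enhancement of the Gq-mediated intracellular calcium response was scored.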
D1 potentiator: enhances dopamine response at the human D1 receptor; P21728; HEK293 TREx D1 cells, calcium flux, dopamine EC20 potentiation; potentiation, % at 10 µM; 360,000 compounds, 0.036% hits; AID 504651; in the data active = potentiation above about 30%; also: 0% is about no effect
RXFP1 antagonist: blocks the human relaxin receptor RXFP1. HEK293-RXFP1, relaxin-stimulated cAMP HTRF, 30 min; hits give low values. activity change, negative = inhibition, % at 57.5 µM. 350,000 compounds, 0.59% hits;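 active = activity change of -60% or lower, but not beyond a set lower limit; inconclusive = change between -60% and -40%, or beyond the set limit; inactive = change above -40%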; also: % is scaled to controls: 0 for no effect and ±100 for the full control effect
Target sequence (Q9HBX9 whole entry, looked up): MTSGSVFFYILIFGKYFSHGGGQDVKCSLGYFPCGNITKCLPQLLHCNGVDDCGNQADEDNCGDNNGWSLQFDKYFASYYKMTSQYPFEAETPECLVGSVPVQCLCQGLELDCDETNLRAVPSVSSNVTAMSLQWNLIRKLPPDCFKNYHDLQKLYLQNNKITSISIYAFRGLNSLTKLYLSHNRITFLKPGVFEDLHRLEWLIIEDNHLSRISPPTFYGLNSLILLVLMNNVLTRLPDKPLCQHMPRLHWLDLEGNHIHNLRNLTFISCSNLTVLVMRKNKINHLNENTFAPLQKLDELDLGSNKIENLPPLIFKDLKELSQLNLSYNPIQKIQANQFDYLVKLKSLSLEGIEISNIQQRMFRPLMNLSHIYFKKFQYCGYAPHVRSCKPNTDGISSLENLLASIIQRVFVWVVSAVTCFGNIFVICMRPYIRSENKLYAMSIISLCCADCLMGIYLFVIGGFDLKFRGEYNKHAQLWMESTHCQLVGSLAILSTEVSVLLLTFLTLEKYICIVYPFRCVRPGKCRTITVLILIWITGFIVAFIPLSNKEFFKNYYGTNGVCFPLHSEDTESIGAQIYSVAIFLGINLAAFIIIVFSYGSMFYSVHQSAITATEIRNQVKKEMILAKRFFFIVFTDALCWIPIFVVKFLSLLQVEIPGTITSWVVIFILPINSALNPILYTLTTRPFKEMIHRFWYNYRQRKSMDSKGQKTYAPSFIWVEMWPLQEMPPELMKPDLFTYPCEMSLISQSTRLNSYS
D2 PAM: positive allosteric modulators of human D2 dopamine receptor; HEK293 T-REx D2, calcium flux, EC20 dopamine potentiation; potentiation, % at 10 µM; 340,000 compounds, 0.34% hits; AID 485347;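 active = potentiation over 3 SD above the plate norm, cut at about 30% in these data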; also: 0% is about no effect
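Cells plated with tetracycline inducer and held overnight at 30 C; calcium dye loaded 30–90 min at room temperature; baseline taken, compound added and read 180 s; EC20 dopamine then added and read 180 s.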
D2 antagonist: antagonists of human D2 dopamine receptor; P14416; HEK293 TREx D2 cells, calcium flux, dopamine EC80; inhibition, % at 10 µM; 340,000 compounds, 2% hits; AID 485344; in the data active = inhibition above about 30%; also: 0% is about no effect
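Tetracycline-induced HEK293 TREx cells expressing D2 receptor forced-coupled to calcium signalling, loaded with no-wash calcium dye. Compounds added and calcium flux read 180 s, then dopamine added at EC80 and read a further 180 s.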
D2 agonist: agonists of human D2 dopamine receptor; 340,000 compounds, 0.53% hits; activation, % at 2 µM; P14416; AID 485358; HEK293 T-REx D2 cells, calcium flux agonist mode;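 active = activation over 3 SD above normal in the single-dose calcium agonist read, cut at about 30% in these data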; also: 0% is about no effect
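Calcium-flux readout, 1 cycle/sec over 180 s following compound pin transfer, in inducible HEK293 Trex D2 cells (force-coupled); dopamine controls included. Positive calcium responses during this window marked compounds as potential agonists.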
TRHR ag: TRH receptor (human) agonism | AID 493084 | activation, % at 2 µM | TRHR cells, calcium flux fluo-8, FDSS agonist mode | P34981 | 360,000 compounds, 0.18% hits; also: 0% is about no effect
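TRHR-expressing cells, plated overnight in medium with 10% serum, were loaded with fluo-8 calcium dye at room temperature. After a 10 s baseline, library compound was pin-added and calcium release was recorded kinetically (ex 480/em 530) as agonist response.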
D1 agonist: human D1 receptor agonism | activation, % at 2 µM | 360,000 compounds, 1% hits | AID 504660 | P21728 | HEK293 T-REx D1 cells, calcium flux, agonist mode; also: 0% is about no effect
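Inducible HEK293 T-REx D1 cells, force-coupled to calcium signalling, were plated at 4000 cells/well with tetracycline and held overnight at 30 C. After no-wash calcium dye loading, compound-evoked calcium rise over 180 s flagged agonists.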
D1 antagonist: human D1 dopamine receptor antagonism; P21728; HEK293 TREx D1 cells, calcium flux, dopamine EC80; hits give low values; activity change, negative = inhibition, % at 10 µM; 360,000 compounds, 3.2% hits; AID 504652; in the data active = activity change below about -30%; also: % is scaled to controls: 0 for no effect and ±100 for the full control effect
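HEK293 T-REx cells expressing inducible, force-coupled D1 receptor; no-wash Ca dye, 30–90 min RT. Cmpd → 180 s read at 1 Hz → EC80 DA → 180 s read.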
An asterisk follows results filed as active; ? = inconclusive; nt = not tested or not shown. Rule as the data show it, unless noted: active = activation above about 30%; inactive = the rest. A portion of the library; rates above refer to the full screens.

Sequence of screens – D2 antagonist	D1 potentiator	D2 PAM	D2 agonist	RXFP1 antagonist	D1 antagonist	TRHR ag	TRHR PAM	D1 agonist
1	COc1cccc(CN2CCCC(C(=O)c3ccccc3SC)C2)c1O (stereo unspecified)
→ -42	-1	-22	-0.5	-19	-22	0.1	-8	5
2	O=C(NC(Cc1ccccc1)C(=O)N1CCC2(CC1)OCCO2)C1CCCCC1 (stereo unspecified)
→ 2	2	2	-0.2	6	-2	0.1	0	1
3	CCOC(=O)c1c(/N=C/c2c(O)n(-c3cccc(C)c3)c(=O)[nH]c2=O)sc2c1CCCC2
→ 1	10	5	-1.0	8	3	0.0	1	4
4	CC(C)c1ccc(C2NCc3ccccc3-n3cccc32)cc1 (stereo unspecified)
→ -3	-2	-3	2.9	-20	7	0.6	-3	13
5	C=CCn1c(O)c(/C=C2\C=Nc3ccccc32)c(=O)[nH]c1=O
→ 2	-5	-3	1.5	-10	15	-0.2	-1	6
6	COc1ccc(CN2C(=O)NC(=O)/C(=C\c3cc(OC)c(OC)c(OC)c3)C2=O)cc1
→ -5	-5	nt	0.1	-35	-9	0.1	4	1
7	CCn1c(P(C)(=O)O)nc2ccccc21
→ -2	0	18	0.3	-7	-7	0.8	11	1
8	CC(=O)CCC(C)=O
→ 2	-4	-2	-0.2	nt	nt	-0.4	-1	0
9	COCCOC(=O)C1=C(N)Oc2c(c(=O)oc3ccccc23)C1c1ccncc1 (stereo unspecified)
→ 20	-7	-11	-0.3	-4	-7	17	-1	1
10	COc1cccc(N2CCN(Cc3ccc(Cl)cc3)CC2)c1
→ 3	-2	5	-1.0	-4	23	-0.2	1	11
11	COc1ccc(OC)c(N2C(=O)/C(=C/c3ccco3)C(=O)NC2=S)c1
→ -2	-1	2	2.2	-5	-2	0.2	-3	4
12	CCN(CC)P(=O)(c1nccn1C)N(CC)CC
→ nt	-8	10	nt	4	-37*	-0.1	-3	3
13	Cc1c(C(=O)N2CCC3(CC2)OCCO3)oc2ccc(S(=O)(=O)N3CCCCC3)cc12
→ 3	2	12	0.3	1	1	0.4	0	1
14	O=c1[nH]c(=O)n(CCC2=CCCCC2)c(O)c1C=Nc1cccc(F)c1
→ -11	-4	22	1.0	-2	-14	-0.8	-2	2
15	O=C(Cc1ccccc1)N1CCN(C2CCCC2)CC1
→ -15	3	-1	-0.5	-3	-2	-0.8	-2	4
16	O=c1[nH]c(=S)[nH]c(O)c1/C=N/N1CCOCC1
→ nt	4	nt	nt	-7	3	0.3	1	1
17	COc1ccc2c(c1)NP(=S)(Oc1ccccc1)N2 (stereo unspecified)
→ -22	3	9	-0.9	6	-2	-0.4	6	4
18	CCCC(C)(COC(N)=O)COC(=O)NC(C)C (stereo unspecified)
→ 19	-3	3	1.4	-8	-10	0.3	4	6
19	NNC(=O)c1nc[nH]c1C(=O)Nc1ccc(Cl)cc1C(=O)c1ccccc1
→ 12	10	11	-0.1	0	-5	-1.8	0	0
20	CN1C(=O)N(C)C(=O)C2(Cc3c(nc4ccccn4c3=O)N3CCC(Cc4ccccc4)CC32)C1=O (stereo unspecified)
→ -18	-1	1	-1.0	nt	24	-0.2	0	0
21	O=[N+]([O-])c1ccc(N2CCNCC2)cc1NCc1ccco1
→ 61*	-6	-24	-0.6	-8	-25	0.8	-9	6
22	O=c1[nH]c(=S)n(Cc2ccco2)c(O)c1C=NCc1cccs1
→ nt	-3	nt	nt	-6	-2	-0.2	9	1
23	COC(=O)C1=C(c2ccc3ccccc3c2)C[C@@H]2CC[C@H]1N2C(=O)NCC1CC1
→ -6	2	10	-0.9	nt	nt	-0.5	1	-4
24	CC(C)Oc1ccc(C2(C#N)CC[N+](C)(C)CC2)cc1
→ -9	-7	-1	-0.3	3	-27	0.2	6	4
25	Cc1ccc2c(c1)CC1(CN2C)C(=O)NC(=O)N(c2cc(C)ccc2C)C1=O (stereo unspecified)
→ -3	-4	8	-0.1	-7	11	-0.1	1	5
26	O=C1Nc2ccc(Br)cc2C(c2ccc(Cl)cc2)=NC1O (stereo unspecified)
→ 0	0	3	4.3	-4	17	3.4	5	10
27	CCN1C(=O)C(=C/C=C/c2ccco2)C(=O)N(CC)C1=S
→ 3	-2	17	2.4	2	-11	4.7	0	27
28	CCOC(=O)N(c1ccccc1)P1(=S)OCCO1
→ -20	1	-1	-0.3	-7	-6	-0.9	2	2
29	O=C1CN=C(c2ccc(F)cc2)c2oc3ccccc3c2N1
→ -4	0	1	3.4	nt	7	1.0	7	1
30	O=C(N/N=C/c1c(O)n(CCc2ccc(F)cc2)c(=O)[nH]c1=O)c1ccccc1
→ -7	1	-5	0.4	4	13	-1.0	-6	2
31	CCOc1ccc(NC2=NCCCS2)cc1
→ 2	5	-12	0.9	11	8	1.9	7	4
32	COc1ccc(-c2cc(=O)oc3c(C)c(OC(C)C(=O)N4C[C@H]5C[C@@H](C4)c4cccc(=O)n4C5)ccc23)cc1 (stereo partly specified)
→ nt	2	nt	nt	nt	-2	1.3	-14	2
33	CCOC(=O)c1ccc(N=C(c2ccccc2)c2c(O)n(C)c(=O)n(C)c2=O)cc1
→ 5	-3	-2	0.2	-9	-5	0.3	0	0
34	S=C1Nc2ccccc2Sc2ccccc21
→ -18	-1	4	1.1	-24	-9	-1.1	-4	0
35	CN1CC(C(=O)c2ccc(F)cc2)C(c2ccc(F)cc2)C1 (stereo unspecified)
→ 100*	-8	-46	0.6	-3	1	0.5	-4	5
36	OC12Oc3ccccc3C=C1N1CCC2CC1 (stereo unspecified)
→ 9	-1	9	1.4	-1	-17	-0.2	4	2
37	O=C(COc1ccccc1)N1CCN(Cc2c[nH]c3ccccc23)CC1
→ -5	2	-24	-0.6	-19	-20	1.2	-1	8
38	CSCCC(N=Cc1c(O)n(-c2ccc(Br)cc2)c(=O)[nH]c1=O)C(=O)OC(C)(C)C (stereo unspecified)
→ -18	-3	-5	0.7	-13	9	-0.3	-3	2
39	C=CCn1c(O)c(C=Nc2ccc(OC)cc2C)c(=O)[nH]c1=O
→ -2	-4	2	0.3	-1	-5	29	1	0
40	O=C(Cc1ccc(Br)cc1)N1CCN(Cc2ccccc2)CC1
→ -1	-4	-3	-2.5	-8	-28	0.0	5	8

Another view of part of the listing above.
[39] C=CCn1c(O)c(C=Nc2ccc(OC)cc2C)c(=O)[nH]c1=O
[21] O=[N+]([O-])c1ccc(N2CCNCC2)cc1NCc1ccco1
[34] S=C1Nc2ccccc2Sc2ccccc21

Compound	39	21	34
D2 antagonist	-2	61*	-18
D1 potentiator	-4	-6	-1
D2 PAM	2	-24	4
D2 agonist	0.3	-0.6	1.1
RXFP1 antagonist	-1	-8	-24
D1 antagonist	-5	-25	-9
TRHR ag	29	0.8	-1.1
TRHR PAM	1	-9	-4
D1 agonist	0	6	0

Fetched by structure from the entries so far, three records:
Sequence of screens – D2 antagonist	D1 potentiator	D2 PAM	D2 agonist	RXFP1 antagonist	D1 antagonist	TRHR ag	TRHR PAM	D1 agonist
9	COCCOC(=O)C1=C(N)Oc2c(c(=O)oc3ccccc23)C1c1ccncc1 (stereo unspecified)
→ 20	-7	-11	-0.3	-4	-7	17	-1	1
30	O=C(N/N=C/c1c(O)n(CCc2ccc(F)cc2)c(=O)[nH]c1=O)c1ccccc1
→ -7	1	-5	0.4	4	13	-1.0	-6	2
26	O=C1Nc2ccc(Br)cc2C(c2ccc(Cl)cc2)=NC1O (stereo unspecified)
→ 0	0	3	4.3	-4	17	3.4	5	10

(cont.)
Sequence of screens – D2 antagonist	D1 potentiator	D2 PAM	D2 agonist	RXFP1 antagonist	D1 antagonist	TRHR ag	TRHR PAM	D1 agonist
41	COc1ccccc1OP(=O)(Nc1cccnc1)Oc1ccccc1OC
→ -17	0	4	0.2	4	3	0.6	-4	1
42	Cc1cc(OCC(=O)N2CCN(CCc3ccncc3)CC2)cc(C)c1Cl
→ nt	1	-11	nt	nt	-2	-0.8	13	4
43	O=C(COC(=O)Cc1ccccc1)Nc1cccnc1Cl
→ 3	3	5	1.5	17	0	0.3	1	2
44	O=C(Cn1cc(C=C2C(=O)NC(=O)NC2=O)c2ccccc21)NCC1CCCO1 (stereo unspecified)
→ -21	0	4	0.8	13	-9	0.8	3	2
45	CN(C)CC#CCC(O)(c1ccccc1)C1CCCC1 (stereo unspecified)
→ nt	1	15	nt	-8	18	0.0	0	-2
46	CC(C)(C)c1nc(NCc2ccc3c(c2)OCO3)c2nnn(Cc3ccccc3Cl)c2n1
→ 11	-2	-28	0.5	-3	13	2.2	-5	1
47	COc1ccc(-c2nn(CCC#N)cc2C(=O)NCc2ccccc2)cc1
→ -10	1	-6	0.4	-10	-2	-0.1	1	1
48	O=[N+]([O-])c1cccnc1N1CCCNCC1
→ 7	0	-23	1.2	-9	5	0.7	2	1
49	CC(=NCCCN1CCOCC1)c1c(O)n(-c2ccccc2C)c(=O)[nH]c1=O
→ -10	1	-5	-0.2	-25	9	0.5	1	-1
50	COc1cc(OC)cc(C(=O)Nc2ccc(Br)cc2C(=O)c2ccccc2)c1
→ -3	-1	2	-0.1	-17	5	1.2	-2	5
51	C=CCNC(=O)c1c(N)n(Cc2ccco2)c2nc3ccccc3nc12
→ -11	-7	3	-0.9	-18	-21	1.3	3	4
52	O=C(CN1CCCCC1)c1ccccc1Cl
→ 14	1	-3	1.0	-2	-7	0.4	-3	1
53	Cc1c(N=Nc2c(O)n(-c3ccc(Br)cc3)c(=O)[nH]c2=O)c(=O)n(-c2ccccc2)n1C
→ -6	3	-4	0.1	-1	-2	0.0	1	2
54	Cc1cccc(CNCCc2ccccc2)n1
→ -1	-8	2	-0.4	nt	-9	-0.1	-5	3
55	CN(C)C(=O)Oc1ccc(OC(=O)N(C)C)cc1
→ nt	-1	nt	nt	-14	-5	0.5	7	1
56	O=C1CC(=O)N(c2ccccc2F)C(=O)N1
→ -4	8	-11	1.3	12	-11	2.0	3	0
57	COC(=O)C1=C(c2ccc(F)cc2OCc2ccccc2)C[C@@H]2CC[C@H]1N2C(=O)NCc1ccc(Br)cc1
→ -14	-7	-7	2.4	nt	nt	0.2	-6	8
58	CCN1CCN(c2cc(N3CCCC3)c([N+](=O)[O-])cc2F)CC1
→ -1	-1	-23	10	-3	-3	0.9	-3	2
59	COc1ccccc1-n1c(-c2ccccc2Cl)nc2ccccc2c1=O
→ -13	-5	-1	-1.5	-7	-3	0.5	-2	2
60	N#CC(C#N)=NNc1ccc(-n2ccc(C(F)(F)F)n2)cc1
→ 7	-14	-6	15	?	-36*	9.1	-10	33*
61	CC[N+](C)(CC)CCCCOc1ccc2c(c1)C(=O)c1cc(OCCCC[N+](C)(CC)CC)ccc1-2
→ -5	14	0	0.2	-10	2	0.4	1	2
62	CCC(=O)c1cc(F)c(N2CCN(CC)CC2)cc1C
→ nt	8	-7	nt	6	-8	-0.3	-1	3
63	CCN1CCN(Cc2cc3c(cc2[N+](=O)[O-])OCO3)CC1
→ -6	2	3	0.1	6	-16	0.0	-6	7
64	COC(=O)C1=C(c2cccc(C#N)c2)C[C@@H]2CC[C@H]1N2C(=O)NC1CCCCC1
→ -11	8	15	-0.1	nt	8	0.1	5	0
65	COc1cccc(-n2c(C)nc3ccccc3c2=O)c1
→ 10	1	-5	0.3	3	-4	-0.6	-9	8
66	CNC(=O)ON(C(=O)NC)C1N(C)C(=S)SC1(C)C (stereo unspecified)
→ -1	-5	-9	0.3	9	-12	2.4	1	6
